# mIAP inh: blocks mouse intestinal alkaline phosphatase | purified mouse IAP, CDP-Star luminescence, 30 min | inhibition, % at 10 µM | 0.2% of 330,000 active;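 active = inhibition of at least 40% at 10 µM in the primary screen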;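 note: plate controls were DMSO with enzyme for no effect and no enzyme wells for full effect; values of inactives mirror those of a sister screen read the other way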
# tim10-1 inh: tim10-1 yeast growth inhibition | 2.2% of 330,000 active | inhibition, % at 20 µM | AID 463190 | S. cerevisiae tim10-1 ts strain growth, BacTiter-Glo, 24 h;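 active = inhibition of at least 40%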;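 note: mutant grown at 25 °C; 0% = DMSO wells with yeast and 100% = wells holding no yeast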
# TIM10 inh: inhibits growth of TIM10 yeast strain. S. cerevisiae TIM10 strain growth, BacTiter-Glo luminescence, 24 h. inhibition, % at 10 µM. 1.4% of 330,000 active;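 active = inhibition of 40% or more at the single tested concentration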;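 note: wild-type TIM10 isogenic control strain grown at permissive 25 °C; 0% = DMSO yeast wells and 100% = minimal medium wells without yeast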
# mIAP activ: mouse IAP activation; muIAP, CDP-Star luminescence, 30 min; stronger effect = higher value; 1 = vehicle-only enzyme signal, 0 = enzyme-free wells; 0.24% of 330,000 active; activation factor at 10 µM; AID 2805;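 active = activation factor of at least 2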; note: the source names both 10 and 20 µM as test concentration; values of inactives mirror those of a sister screen read the other way
#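 Assay system: mouse IAP enzyme; Reagent: CDP-Star chemiluminescent phosphatase substrate; Compound: DMSO-dissolved test compounds; Incubation: 30 min, room temperature; Technique: luminescence from enzymatic CDP-Star hydrolysis; Controls: DMSO-only wells and no-enzyme negative control.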
# hIAP block: blocks human intestinal alkaline phosphatase; P09923; purified IAP, CDP-Star luminescence, 30 min; inhibition, % at 10 µM; 0.12% of 330,000 active; AID 2544;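 active = inhibition reaching a set limit with compound at 10 µM in the primary screen, cut at about 35% in these data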;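 note: plate controls were DMSO wells with enzyme for no effect and no-enzyme buffer wells for full effect; values of inactives mirror those of a sister screen read the other way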
# NALP3 yeast inh: inhibitors of NALP3 inflammasome in yeast. Yeast reconstituted NLRP3/ASC/caspase-1, beta-gal luminescence, 24 h. inhibition, % at 10 µM. 0.39% of 330,000 active;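 active = inhibition of 50% or more; inactive = inhibition below 50%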;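 note: plate controls were induced DMSO wells for no effect and uninduced yeast grown without galactose for full effect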
# MIN6 prolif: inducers of beta-cell replication in MIN6 cells; MIN6 cells proliferation, ATPlite luminescence, 48 h; cells starved in 0.2% serum; 100% = growth in 10% serum; proliferation, % at 10 µM; 0.29% of 330,000 active; AID 2380;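 active = compounds whose signal lies at least 3.5 SD above the mean of all wells on their plate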;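 note: 0% = DMSO-treated cells in low-serum medium and 100% = 10% serum control; some compounds called inactive have numbers as strong as hits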
# APOBEC3G inh: blocks human APOBEC3G single-stranded DNA deamination | Q9HC16 | recombinant A3G, ssDNA deamination FAM/TAMRA fluorescence | inhibition, % at 20 µM | 0.28% of 330,000 active;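 active = inhibition of at least 40% at 20 µM, with no more than 30% in the related APOBEC3A deaminase screen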;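 note: plate controls were DMSO wells with A3G for no effect and wells lacking A3G enzyme for full effect; some compounds called inactive have numbers as strong as hits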
# Target sequence (Q9HC16 whole entry, looked up): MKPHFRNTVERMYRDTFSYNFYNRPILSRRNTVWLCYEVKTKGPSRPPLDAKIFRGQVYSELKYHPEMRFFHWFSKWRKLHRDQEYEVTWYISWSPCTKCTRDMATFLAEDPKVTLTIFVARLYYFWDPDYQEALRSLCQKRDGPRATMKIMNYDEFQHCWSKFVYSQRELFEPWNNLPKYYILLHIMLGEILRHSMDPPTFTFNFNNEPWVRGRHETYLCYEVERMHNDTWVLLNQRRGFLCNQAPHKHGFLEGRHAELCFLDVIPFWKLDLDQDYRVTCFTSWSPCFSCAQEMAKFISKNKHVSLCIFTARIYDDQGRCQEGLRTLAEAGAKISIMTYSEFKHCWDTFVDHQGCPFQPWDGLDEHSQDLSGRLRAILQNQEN
# APOBEC3A inh: blocks human APOBEC3A ssDNA deamination; P31941; 0.41% of 330,000 active; AID 493011; recombinant A3A, FAM/TAMRA ssDNA deamination fluorescence; inhibition, % at 20 µM;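 active = at least 40% inhibition at 20 µM here, with at most 30% in a related deaminase screen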;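 note: plate controls were A3A with DMSO for no effect and wells lacking A3A enzyme for full effect; some results filed as inactive read as strong as hits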
# Target sequence (P31941 whole entry, looked up): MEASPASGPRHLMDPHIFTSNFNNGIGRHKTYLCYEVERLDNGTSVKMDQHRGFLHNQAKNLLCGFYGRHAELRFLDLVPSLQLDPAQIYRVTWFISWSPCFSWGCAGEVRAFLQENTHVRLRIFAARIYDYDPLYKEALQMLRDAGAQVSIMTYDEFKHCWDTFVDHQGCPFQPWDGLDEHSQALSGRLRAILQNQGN
# * hit, by the source's call; . = no result given. Random draw from the library; any-hit rate near 4.6%.
SMILES,mIAP inh,tim10-1 inh,TIM10 inh,mIAP activ,hIAP block,NALP3 yeast inh,MIN6 prolif,APOBEC3G inh,APOBEC3A inh
Cc1ccc(S(=O)(=O)N2CCN(S(=O)(=O)c3ccccc3Br)CC2)cc1,-15,8,6,1.1,.,.,.,-1,2
Cc1ccc(NC(=S)N2CCCC(CO)C2)c(C)c1 (stereo not given),6,7,-4,0.94,-13,4,0,-3,0
O=C(Oc1cccc(N2C(=O)C3C4c5ccccc5C(c5ccccc54)C3C2=O)c1)c1ccco1 (stereo not given),-2,39,5,1,7,2,-2,-1,0
COc1ccc(OCCOCCOc2ccc(C)cc2[N+](=O)[O-])cc1,4,11,-1,0.96,-10,43,0,-3,0
Cc1cc(NC(=O)c2c([N+](=O)[O-])cnn2C)no1,0,-10,6,1,-13,8,1,-2,-2
CCCNc1c(NS(=O)(=O)c2ccc(C)c(C)c2)c(=O)oc2ccccc12,6,-5,9,0.94,32,10,0,1,-1
O=C1CC(NC(=O)C(F)(F)F)=NN1c1ccccc1,-2,-4,-27,1,5,11,-1,-11,-6
CCOC(=O)Nc1ccc2c(CN3C(=O)NC(CC)(CC)C3=O)cc(=O)oc2c1,4,14,5,0.96,9,-6,-2,-2,5
Cc1ccc(-c2nnc(SCC(=O)n3c4c(c5ccccc53)CCCC4)o2)cc1,4,3,2,0.96,5,6,-2,-4,-4
CCc1ccc(NC(=O)CSc2nc3[nH]ncc3c(=O)[nH]2)cc1,10,19,0,0.9,8,-4,-2,-6,-6
CS(=O)(=O)N(CC(=O)Nc1ccccc1C(=O)N1CCOCC1)c1ccc(F)c(Cl)c1,-1,-7,-3,1,29,15,4,-2,2
O=C(Nc1ccccn1)C12CC3CC(CC(C3)C1)C2,16,20,9,0.84,3,11,0,-6,-1
Cc1ccc(S(=O)(=O)C(NC(=O)c2ccccc2)=C(Cl)Cl)cc1,-2,20,1,1,-3,22,-6,0,0
O=C(CCn1c(=S)oc2ccccc21)NCCC1=CCCCC1,9,14,12,0.91,-4,14,2,-5,-2
CCOC(=O)c1cnc(SC)nc1NCCOC,-8,6,7,1.1,2,9,-3,9,-2
CCCn1cc(S(=O)(=O)CC(=O)NC2CCCCC2)c2ccccc21,4,17,9,0.96,0,4,-3,-9,-6
Cc1cc(C)n2nc(C(=O)OCCOc3ccc(F)cc3)nc2n1,18,8,-5,0.82,-8,23,0,2,1
COc1ccc(C2=CSC3=NCCN23)cc1Br,3,-20,13,0.97,-22,18,2,-4,2
COc1ccc(CC(=O)OCC(=O)N2CCCc3ccccc32)cc1OC,-2,5,-7,1,-7,5,7,-6,1
NC(=O)c1ccc(OCC2CCCO2)cc1 (stereo not given),5,3,7,0.95,7,21,0,-2,1
COc1ccc(Nc2nc(N)c([N+](=O)[O-])c(NC3CCCCC3)n2)cc1,14,39,23,0.86,8,25,-6,-7,-3
CCCC(C)C1c2c(c(C)c(C)oc2=O)Oc2c(C)c(C)oc(=O)c21 (stereo not given),1,7,-11,0.99,-14,5,-1,-3,-2
COc1ccc(S(=O)(=O)N2CCOC23CCN(S(=O)(=O)c2ccc(Cl)cc2)CC3)cc1,0,36,33,1,-2,-1,-1,-7,-2
COC(=O)c1ccc(NC(=O)CSc2nnc(COc3ccc4c(c3)CCCC4)o2)cc1,12,-2,-2,0.88,-2,6,0,-5,-3
CCCC1C2C(=O)N(c3ccccc3)C(=O)C2ON1c1ccccc1 (stereo not given),10,18,8,0.9,1,23,2,-2,2
O=C(CSc1nnc(-c2ccc(OC(F)F)cc2)o1)NCc1cccs1,10,34,10,0.9,19,19,1,-8,-2
COc1ccc(-n2nc(C(=O)NCC(=O)NCc3ccco3)c3ccccc3c2=O)cc1Cl,8,20,2,0.92,6,8,-5,-1,-1
CCOc1cc(OCC)nc(S(C)(=O)=O)n1,7,-45,-9,0.93,-4,4,0,-6,4
CCOc1cc(C(=O)Nc2ncccn2)cc(OCC)c1OCC,-6,8,13,1.1,0,0,-2,1,3
CC1CN(Cc2nc3c(c(=O)n(C)c(=O)n3C)n2Cc2cccc(Cl)c2)CC(C)O1 (stereo not given),-1,-2,7,1,14,15,0,-10,-1

# Reprinted from the part before: six entries; new compounds follow.
SMILES,mIAP inh,tim10-1 inh,TIM10 inh,mIAP activ,hIAP block,NALP3 yeast inh,MIN6 prolif,APOBEC3G inh,APOBEC3A inh
CCCC1C2C(=O)N(c3ccccc3)C(=O)C2ON1c1ccccc1 (stereo not given),10,18,8,0.9,1,23,2,-2,2
O=C(CSc1nnc(-c2ccc(OC(F)F)cc2)o1)NCc1cccs1,10,34,10,0.9,19,19,1,-8,-2
COc1ccc(-n2nc(C(=O)NCC(=O)NCc3ccco3)c3ccccc3c2=O)cc1Cl,8,20,2,0.92,6,8,-5,-1,-1
CCOc1cc(OCC)nc(S(C)(=O)=O)n1,7,-45,-9,0.93,-4,4,0,-6,4
CCOc1cc(C(=O)Nc2ncccn2)cc(OCC)c1OCC,-6,8,13,1.1,0,0,-2,1,3
CC1CN(Cc2nc3c(c(=O)n(C)c(=O)n3C)n2Cc2cccc(Cl)c2)CC(C)O1 (stereo not given),-1,-2,7,1,14,15,0,-10,-1
Cc1ccc(NC2SC(=O)N(Cc3cccc(C(=O)O)c3)C2=O)cc1 (stereo not given),5,10,4,0.95,-1,-4,0,-2,-1
NNC(=O)c1oc2nc(-c3ccccc3)cc(-c3ccccc3)c2c1N,8,39,23,0.92,5,11,-2,-6,-4
COc1cccc(NC(=O)CCC2CCN(Cc3nccs3)CC2)c1,-7,-1,-3,1.1,-1,9,1,4,1
COc1ccc(NC(=O)CN(C)CC(=O)Nc2ccc(Cl)cc2[N+](=O)[O-])cc1,-13,23,-10,1.1,-32,15,-5,-5,-3
Cc1cc(=O)[nH]c(N/N=C/c2cccc(Br)c2)n1,8,15,-12,0.92,-1,12,-3,-11,-5
CSCCC(NC(=O)COc1ccccc1)C(=O)N1CCCCC1 (stereo not given),4,-7,2,0.96,15,1,2,-6,-1
Nn1c(Cc2ccc(F)cc2)n[nH]c1=S,-3,2,-17,1,2,14,-1,16,1
CCn1c(SCC(=O)N/N=C/C=C/c2ccccc2[N+](=O)[O-])nnc1-c1ccccc1,12,5,13,0.88,2,5,-1,-5,0
CN(C)S(=O)(=O)c1ccc(N2CCCC2)c(C(=O)Nc2ccccc2)c1,-6,9,1,1.1,4,15,-3,-5,0
CCS(=O)(=O)c1nc(S(=O)(=O)c2ccc(C)cc2)c(NCCCN(C)C)s1,-4,-7,-5,1,-12,14,-2,-2,3
Cc1onc(-c2ccccc2Cl)c1C(=O)NCc1ccc2c(c1)cc(C)n2C,14,12,3,0.85,13,-2,-5,-2,-1
COc1ccc(NC(=O)N2CCN(c3nc4ccccc4n3C(C)C)CC2)cc1,7,23,38,0.93,-14,-5,5,-5,-4
CCOC(CNC(=O)Cn1nc(C)c2ccccc21)OCC,10,-1,2,0.91,-4,10,-2,-8,1
CN1C(=S)SC(C)(C)C1(C)NO (stereo not given),8,71*,-1,0.92,9,-7,-2,-2,-1
CCc1ccc(-n2cnc3cc(C(=O)NCC(OC)OC)ccc32)cc1,1,17,4,0.99,8,23,0,-7,-2
COC(=O)/C(C#N)=C/c1c(N2CCN(C)CC2)nc2ccccn2c1=O,1,29,-8,0.99,-9,12,-3,-9,-2
Cc1nn(C)cc1C(C(=O)NC1CCCCC1)N(C(=O)Cc1cccs1)c1ccc(Cl)cc1 (stereo not given),-8,-3,1,1.1,-2,-8,-2,-9,0
CC(C)CNC(=S)N1CCC(C(=O)c2ccc3c(c2)OCCO3)CC1,0,-5,4,1,5,24,-2,-13,-3
CC(C)OC(=O)Cn1c(=O)oc2ccccc21,-3,6,-1,1,14,4,-2,1,6
CCN(CC)CCCNCC(=O)Nc1ccc2c(c1)CCC2,10,8,2,0.9,-9,6,-3,-2,-1
Cn1c(=O)oc2cc(S(=O)(=O)Nc3cccc(F)c3)ccc21,10,2,1,0.9,-20,7,1,-7,-1
CC(=O)c1cccc(NC(=O)c2cccc(S(=O)(=O)N(C)C)c2)c1,-3,10,0,1,9,25,1,-2,-3
CC1CCN(C(=O)c2cc(-c3ccc4c(c3)OCO4)on2)CC1,-1,27,3,1,-2,35,0,-3,1
CN(C)S(=O)(=O)N1CCC(n2nccc2NC(=O)CCCc2ccccc2)CC1,8,22,2,0.92,8,4,11,-9,-4
CCOc1ccc(S(=O)(=O)N(CC(=O)N2CCC(C(N)=O)CC2)c2ccc(F)cc2)cc1,-2,31,1,1,-16,7,2,6,-8
N#CCCn1cc(C(=O)Nc2ccccc2Br)c(-c2cccs2)n1,3,30,23,0.97,2,2,-3,0,-1
Cc1ccc(S(=O)(=O)N2CCCCC2)cc1NC(=O)COC(=O)c1ccccc1F,5,14,26,0.95,-10,11,2,-12,-6
COc1ccc(N=c2oc3ccccc3cc2C(=O)Nc2ccccn2)cc1OC,13,10,1,0.87,-26,7,-3,-5,-3
CCN(CC)S(=O)(=O)c1ccc(O)c(NC(=O)CN2CCc3ccccc3C2)c1,-13,-15,-13,1.1,2,-12,-1,-2,-3
CC(=O)NCC(=O)OCC(=O)Nc1nc(-c2ccccc2)cs1,4,1,-1,0.95,1,6,0,-2,1
O=C(Nc1ccccc1-c1nnc(SCc2ccc(Cl)cc2)o1)c1ccccc1,6,24,-1,0.94,10,5,-4,-5,-1
O=C(Nc1cccc(Cl)c1N1CCOCC1)c1cc([N+](=O)[O-])ccc1N1CCOCC1,9,29,13,0.91,-21,2,1,-4,-3
CC(C)c1ccc(S(=O)(=O)Nc2ccc(SC(F)F)cc2)cc1,2,50*,26,0.98,-11,5,0,-3,4

# Ordered by the number under APOBEC3A inh (rising): 4 from the list above
SMILES	mIAP inh	TIM10 inh	mIAP activ	hIAP block	NALP3 yeast inh	APOBEC3G inh	APOBEC3A inh
O=C(CSc1nnc(-c2ccc(OC(F)F)cc2)o1)NCc1cccs1	10	10	0.9	19	19	-8	-2
N#CCCn1cc(C(=O)Nc2ccccc2Br)c(-c2cccs2)n1	3	23	0.97	2	2	0	-1
CN(C)S(=O)(=O)c1ccc(N2CCCC2)c(C(=O)Nc2ccccc2)c1	-6	1	1.1	4	15	-5	0
CCS(=O)(=O)c1nc(S(=O)(=O)c2ccc(C)cc2)c(NCCCN(C)C)s1	-4	-5	1	-12	14	-2	3
